Source: PubChem BioAssay
AGP1-GFP MLPCN: yeast TOR pathway AGP1-GFP modulation; GFP response vs DMSO, % at 10 µM; S. cerevisiae AGP1-GFP multiplex flow cytometry, 3 h; GFP as percent of DMSO wells; 0.02% of 320,000 active;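 active = GFP response relative to DMSO above a set limit, near screen average plus 3 SD, cut at about 150% in these data; inconclusive = fewer than 70 cells counted for the yeast strain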;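 note: median GFP channel fluorescence of the gated AGP1 strain per well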
LAP4 TOR yeast: yeast TOR pathway LAP4-GFP modulation | S. cerevisiae LAP4-GFP multiplex, flow cytometry GFP, 3 h; median GFP as percent of DMSO wells | 0.34% of 320,000 active | GFP response vs DMSO, % at 10 µM;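 active = GFP response vs DMSO above a set limit, about the screen mean plus 3 SD, cut at about 150% in these data; inconclusive = under 70 cell events counted for the yeast strain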
proCasp3 act: activates human procaspase-3 | activation, % at 8.5 µM | 0.11% of 330,000 active | P42574 | AID 463141 | recombinant procaspase-3 D3A, Ac-DEVD-pNA absorbance 405 nm;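 active = activation above the mean of all tested compounds plus 3 SD, cut at about 21% in these data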;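 note: 0% = DMSO alone and 100% = DMSO wells spiked with extra 5 µM PC-3 D3A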
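Test system: Procaspase-3 D3A mutant; medium: Zinc-free HEPES/NaCl buffer with 0.01% Triton X-100 at pH 7.4; reagent: DEVD-pNA substrate; doses: one concentration, 8.5 µM nominal, 0.8% DMSO; times: 1 h preincubation plus 2 h reaction at 25 °C; signal: Epi-absorbance at 405 nm of released p-nitroaniline, 0 and 120 min; replicates: singlicate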
CIT2-GFP yeast: yeast TOR pathway CIT2-GFP modulation; S. cerevisiae CIT2-GFP strain, flow cytometry, 3 h; 100 means same as DMSO wells; GFP response vs DMSO, % at 10 µM; 0.065% of 320,000 active; AID 2029;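 active = GFP response relative to DMSO above a set limit, near the screen mean plus 3 SD, cut at about 150% in these data; inconclusive = Fewer than 70 cells measured for a yeast strain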;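 note: ratio of well median GFP fluorescence to mean of DMSO wells on the plate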
RPL19A TOR yeast: alters RPL19A-GFP fluorescence in TOR pathway yeast screen | S. cerevisiae RPL19A-GFP strain, flow cytometry, 3 h; active compounds read low | percent response vs DMSO, % at 10 µM | 0.3% of 330,000 active | AID 2025;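 active = percent response vs DMSO below 50%; inconclusive = fewer than 70 events counted for the yeast strain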;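 note: median channel GFP fluorescence of the barcoded RPL19A-GFP strain; ratio of sample median GFP to plate DMSO average so 100% = DMSO; lower means less RPL19A-GFP as with rapamycin TOR inhibition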
MEP2-GFP yeast: modulators of TOR pathway MEP2-GFP in S. cerevisiae. S. cerevisiae MEP2-GFP strain, flow cytometry GFP, 3 h; 100% = DMSO control level. GFP response vs DMSO, % at 10 µM. 0.51% of 330,000 active. AID 2016;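 active = GFP response versus DMSO above a set limit, roughly screen mean plus 3 SD, cut at about 180% in these data; inconclusive = fewer than 70 cells counted for a yeast strain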;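 note: median GFP fluorescence of the barcode-gated MEP2-GFP cells per well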
proCasp7 act: counter-screen: procaspase-7 (human) activation; P55210; activation, % at 8.5 µM; 0.093% of 330,000 active; recombinant procaspase-7, Ac-DEVD-pNA absorbance 405 nm; D23A/D198A/D206A triple mutant, cannot self-cleave; scale: DMSO 0, 5 µM enzyme 100; AID 463210;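 active = percent activation above the screen-wide mean plus 3 SD, cut at about 25% in these data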
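Assay system: Uncleavable procaspase-7 mutant enzyme; Input: 2 µM procaspase-7 mutant as dispensed; Also added: DEVD-pNA substrate; Medium: Zinc-free HEPES pH 7.4 with 300 mM NaCl, 0.01% Triton X-100; Timing: 1 h compound preincubation, 2 h substrate cleavage, 25 °C; Measured by: Epi-absorbance of released pNA at 405 nm, two timepoints.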
AHR act: activators of human aryl hydrocarbon receptor; AHR-responsive luciferase reporter cells, luminescence; 2.5% of 320,000 active; P35869; activation, % at 5 µM; in the data active = activation above about 47%;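 note: 0% = vehicle wells and 100% = reference agonist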
Target sequence (P35869 whole entry, looked up): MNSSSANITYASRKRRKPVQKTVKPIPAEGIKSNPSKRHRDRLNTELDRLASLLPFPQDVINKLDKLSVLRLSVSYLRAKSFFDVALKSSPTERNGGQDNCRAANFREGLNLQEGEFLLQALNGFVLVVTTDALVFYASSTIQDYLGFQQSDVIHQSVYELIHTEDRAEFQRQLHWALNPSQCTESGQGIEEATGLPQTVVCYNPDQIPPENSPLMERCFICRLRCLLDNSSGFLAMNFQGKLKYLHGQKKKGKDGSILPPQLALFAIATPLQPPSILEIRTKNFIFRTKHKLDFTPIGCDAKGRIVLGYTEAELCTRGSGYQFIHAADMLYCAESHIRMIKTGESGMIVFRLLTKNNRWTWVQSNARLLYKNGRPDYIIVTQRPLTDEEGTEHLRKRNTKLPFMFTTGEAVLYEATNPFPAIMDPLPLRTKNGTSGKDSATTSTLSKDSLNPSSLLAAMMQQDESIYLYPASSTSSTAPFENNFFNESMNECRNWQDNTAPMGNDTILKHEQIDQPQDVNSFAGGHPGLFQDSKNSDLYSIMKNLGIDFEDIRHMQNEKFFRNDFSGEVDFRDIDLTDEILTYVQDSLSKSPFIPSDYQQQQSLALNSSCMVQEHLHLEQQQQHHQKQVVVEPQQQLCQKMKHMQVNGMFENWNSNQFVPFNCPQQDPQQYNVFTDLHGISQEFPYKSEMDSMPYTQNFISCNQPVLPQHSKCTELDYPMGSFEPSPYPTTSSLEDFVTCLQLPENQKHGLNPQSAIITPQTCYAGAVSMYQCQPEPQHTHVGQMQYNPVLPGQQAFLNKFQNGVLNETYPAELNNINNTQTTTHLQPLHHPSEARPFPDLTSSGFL
The depositor's hits bear a star; ? = inconclusive; . = no result given; [ ] = dose if it differs, or a comment. This is a random part of the collection; 3.5% or so of the library scored in one or more.

SMILES	AGP1-GFP MLPCN	LAP4 TOR yeast	proCasp3 act	CIT2-GFP yeast	RPL19A TOR yeast	MEP2-GFP yeast	proCasp7 act	AHR act
CCOC(=O)C1=C(C)NC(C)=C(C(=O)OCC)C1C(=O)OCC(=O)NCc1ccccc1OC	100.2	97.1	11.1	100.1	97.5	96.1	-10.4	5.9
C/C(=N\NC(=O)c1ccncc1)c1cccc(NC(=O)c2ccc(Cl)s2)c1	84.6	78.8	.	93.9	113.3	98.1	.	.
Cc1c(C#N)c(N)nc2c3c(sc12)NC(=O)CC3c1ccc(Cl)cc1 (configuration not stated)	81.6	90.5	-2.5	84.0	100.0	107.9	12.1	28.7
CCOc1ccc(S(=O)(=O)N2CCC(C(=O)OC(C)C(=O)N(C)C3CCCCC3)CC2)cc1 (configuration not stated)	106.4	108.8	-15.0	101.4	103.1	108.8	7.4	-1.6
NC(=O)c1ccc(NC(=O)CCCN2C(=O)c3ccccc3C2=O)cc1	105.1	111.0	-0.9	92.1	102.9	106.1	-1.4	-1.0
COc1ccc2[nH]c(=O)c(CN(CCN(C)C)C(=O)NCc3ccccc3)cc2c1	102.0	100.7	4.3	100.1	98.7	101.3	10.6	0.7
C=CCc1cccc2cc(C(=O)N3CCN(C(=O)c4ccco4)CC3)c(=O)oc12	99.5	95.6	-3.7	108.0	97.0	98.8	-0.6	1.9
Cc1ccc(Cl)c2c1NC(=O)C2(O)CC(=O)c1ccc(F)cc1 (configuration not stated)	95.9	93.5	-3.0	102.0	97.5	93.0	-6.2	0.6
NC(=O)C1CCN(C(=O)c2cnn(-c3ccccc3)c2NC(=O)c2cccc(F)c2)CC1	75.1	85.8	-0.2	89.3	84.4	84.8	2.2	4.2
Cc1cnc(C(=O)OCC(=O)NC(=O)c2ccccc2)cn1	103.2	98.6	0.1	91.2	99.0	103.6	-3.2	1.4
Cn1ccnc1C(O)(c1ccccc1)c1nccn1C	104.6	104.5	1.6	101.6	100.5	99.4	6.4	0.8
CCOc1ccc(CN(C(=O)c2cc3ccccc3oc2=O)C2CCS(=O)(=O)C2)cc1 (configuration not stated)	101.4	102.6	14.6	90.7	95.5	90.8	-0.1	-1.9
CCOC(=O)C1=C(COC(=O)C(C)(C)Oc2ccc(Cl)cc2)NC(=O)NC1C (configuration not stated)	96.2	99.0	4.4	96.1	98.5	101.0	7.8	0.7
CCOC(=O)/C(C#N)=C/c1c(Oc2cc(C)cc(C)c2)nc2ccccn2c1=O	97.0	98.2	-0.1	98.1	108.9	106.6	-6.1	-1.1
CC[C@@]12C(=O)N(c3ccc(OC)cc3)C(=O)N1[C@H](c1ccc(Cl)cc1)[C@@H]1C(=O)N(C3CCCCC3)C(=O)[C@@H]12	72.3	103.5	-0.9	66.6	93.3	87.6	4.7	1.3
CNC[C@H]1Oc2c(NS(=O)(=O)c3ccc(OC)cc3)cccc2C(=O)N([C@H](C)CO)C[C@@H]1C	103.9	112.0	0.1	89.1	103.0	102.1	3.9	-1.3
Cc1ccccc1NC(=O)C1CCCN(c2ncnc3onc(-c4ccc(F)cc4)c23)C1 (configuration not stated)	99.7	91.5	2.0	98.8	98.7	92.1	-4.7	2.4
COc1cccc(-c2noc(C3CCCN(C(=O)c4cccc(F)c4)C3)n2)c1 (configuration not stated)	104.1	97.0	.	98.0	102.9	102.5	.	.
CCOC(=O)CSc1nnc(Cn2nnc(-c3ccccc3)n2)n1CC	104.2	108.7	8.3	101.6	95.9	115.3	-2.2	4.0
Cc1ccc(Cc2nc(-c3ccncc3)no2)cc1	98.0	99.0	10.7	97.8	102.7	98.9	14.0	6.3
CN(C(=O)CSc1nnc(-c2c[nH]c3ccccc23)n1C1CC1)C1CCS(=O)(=O)C1 (configuration not stated)	102.4	110.7	-0.6	101.1	100.2	101.4	5.3	19.0
CCN(CC)c1ccc(C=Nc2ccc(C)cc2)c(O)c1	100.2	94.2	7.9	101.7	100.3	92.5	2.3	9.1
CCOc1ccccc1NC(=S)N1CCN(c2ccccc2)CC1	95.1	99.5	-4.9	88.8	95.0	101.3	-4.6	3.1
Cc1ccc(S(=O)(=O)N2CCOC23CCN(C(=O)C(=O)NCCC(C)C)CC3)cc1	107.7	96.1	12.9	103.8	100.5	104.1	13.3	-1.1
CC(C)=NNC(=O)C1=NNC(=O)C1	96.8	109.0	-2.9	90.3	94.6	98.4	9.1	-1.9
O=C(Cc1cccs1)NCc1cccnc1	98.6	98.6	5.1	110.3	98.5	100.5	-7.8	3.9
O=C(COc1ccc2c(-c3ccccc3)cc(=O)oc2c1)NCC1CCC(C(=O)O)CC1 (configuration not stated)	92.7	87.8	-7.0	86.7	92.0	86.3	-6.5	-0.2
Cc1cc(N2CCOCC2)nc2ccc(NC(=O)CCC(=O)N3CCN(c4ccccc4F)CC3)cc12	96.3	91.7	5.6	101.3	99.9	106.3	2.0	11.6
CC(Oc1ccccc1Cl)C(=O)Nc1ccc(S(=O)(=O)Nc2nccs2)cc1 (configuration not stated)	109.2	98.8	-5.9	96.2	100.3	98.8	4.5	-1.8
O=C(/C=C/c1cccc(Cl)c1)c1ccc([N+](=O)[O-])o1	15.0[may fluoresce violet]	135.2[may fluoresce violet]	-1.7	?	58.0[may fluoresce violet]	202.0*[may fluoresce violet]	-12.4	1.5
COc1c(F)c(F)c(C(=O)Nc2ccc(N3CCN(Cc4ccccc4)CC3)cc2)c(F)c1F	104.4	97.8	2.9	97.5	98.4	105.7	-1.9	-4.3
Cc1nc(C)n(CC(O)COc2ccc3cc(Br)ccc3c2)n1 (configuration not stated)	96.3	104.1	-6.8	91.8	97.4	106.1	-3.2	-0.4
CCCCn1c(N)c(N(CCOC)C(=O)C2CCN(C(=O)c3ccc(Cl)cc3)CC2)c(=O)[nH]c1=O	100.7	94.8	0.2	93.6	98.4	98.2	-1.9	0.0
COc1ccc(S(=O)(=O)n2nc(C)cc2C)c(C)c1C	82.8	80.0	-1.6	73.9	116.1	93.0	3.0	-0.3
C=C(C)Cn1c(C)cc(C)c(S(=O)(=O)c2ccccc2C)c1=O	97.6	97.0	-10.9	86.4	97.2	100.3	0.9	4.0
Cc1ccc(NC2=NCC(=O)N2C2CCCC2)cc1	99.1	88.3	1.3	99.4	102.1	100.5	4.1	-3.4
COc1ccc(C2CC(c3ccccc3)=NN2C(=O)CCC(=O)O)cc1 (configuration not stated)	114.6	83.4	7.3	113.3	107.8	105.2	0.4	1.5
CC(NC(=O)c1ccncc1)c1ccc(Br)cc1 (configuration not stated)	104.8	108.4	8.1	97.9	96.2	95.3	4.2	1.7
Cc1ccc(OCCCC(=O)N(C)CC(=O)Nc2ccccc2Br)cc1	92.3	103.1	-3.6	96.1	100.1	103.5	-1.0	5.6
CC(=O)Nc1ccc(Oc2cc(N)cc([N+](=O)[O-])c2)cc1	100.0	96.7	12.1	104.7	102.5	104.5	2.1	-0.9
COCCNS(=O)(=O)c1ccccc1	97.5	99.0	-3.3	93.8	92.6	95.2	5.4	-0.4
Cc1ccc(S(=O)(=O)/N=C(/Nc2c(C)n(C)n(-c3ccccc3)c2=O)c2ccccc2)cc1	109.7	97.1	-6.4	109.0	105.0	107.0	0.5	-2.2
Cc1ccccc1NC(=O)NCC1CCCO1 (configuration not stated)	98.8	101.4	5.7	104.8	100.6	103.3	-1.7	0.4
COc1ccc(C)cc1Nc1c2c(nc3ccccc13)CCC2	95.1	82.2	3.1	94.8	97.9	89.5	2.9	10.6
Cc1oc(-c2ccc3c(c2)OCCO3)cc1C(=O)NC(CCC(=O)O)C(=O)O (configuration not stated)	101.1	96.9	1.1	99.9	95.1	98.0	9.2	5.8
O=C(CSc1n[nH]c(-c2cccnc2)n1)Nc1cccc(Cl)c1	102.0	100.7	5.2	101.6	104.1	110.7	-5.3	7.8
O=C(NCc1ccccc1)C1=C[C@@H](C2CCCCC2)C[C@@H](OCCCCO)O1	78.5	123.4	7.9	65.7	98.2	93.0	-16.9	2.0
CCC1CCCCN1C(=O)Nc1ccc(F)cc1 (configuration not stated)	91.8	94.5	2.0	90.6	92.5	95.8	-4.8	-4.1
N#Cc1cc2c(=O)n3ccccc3nc2n(Cc2ccco2)c1=NC(=O)c1ccco1	25.7[may fluoresce violet]	90.6[may fluoresce violet]	-24.4	?	102.5[may fluoresce violet]	106.2[may fluoresce violet]	-28.5	3.2
COc1cc([C@@H]2c3cc4c(cc3[C@@H](O)[C@@H](CO)[C@@H]2CO)OCO4)cc(OC)c1O[Si](C)(C)C(C)(C)C	97.5	86.5	2.2	100.0	95.4	106.9	10.8	-1.3
COc1ccccc1NC(=O)Cc1nnc(SCC(=O)Nc2ccccc2F)n1C	100.3	99.9	0.5	97.9	97.3	101.4	-5.7	9.9
O=S(=O)(NCCOCC(F)(F)C(F)F)c1ccc2oc3ccccc3c2c1	99.8	98.6	1.6	100.0	98.0	103.2	11.3	20.4
CC#CCCc1nc2ccccc2c(=O)n1N	100.1	100.3	3.1	105.1	104.5	104.3	0.7	12.9
CC(C)(C)Nc1ncnc2sc(-c3ccccc3)cc12	81.4	93.7	-4.5	89.3	97.8	102.8	-13.5	6.4
COc1ccc(N2CC(NS(=O)(=O)c3cccnc3)CC2=O)cc1OC (configuration not stated)	96.3	103.3	5.3	86.5	89.9	91.5	0.1	1.4
Cc1ccccc1C(=O)N1CCN(c2nc(N3CCOCC3)nc(N3CCOCC3)n2)CC1	104.1	91.0	-0.5	99.4	100.6	100.1	4.4	5.2
Fc1ccc(OCc2nn3cnnc3s2)cc1	86.4	83.8	12.0	91.6	90.3	96.1	11.2	-3.9
COc1cc(/C=N/Nc2ccc(Cl)cc2)ccc1OC(=O)c1cccs1	20.9[may fluoresce violet]	75.9[may fluoresce violet]	-4.9	?	51.6[may fluoresce violet]	147.2[may fluoresce violet]	-5.1	9.5
COc1ccc(CCNc2oc(-c3ccc(OC)c(OC)c3)nc2C#N)cc1	94.0	101.4	-0.3	95.7	102.2	99.3	-4.4	21.7
C/C(CC(=O)Nc1ccc([N+](=O)[O-])cc1)=N\NC(=O)c1ccccc1O	105.7	101.1	3.6	104.2	106.7	109.1	-5.2	6.4
O=c1c2cccnc2[nH]c(=S)n1CCCN1CCN(c2ccc(F)cc2)CC1	92.0	91.2	-2.6	88.4	96.3	93.7	-7.6	21.6
COc1ccc2c(c1OC)C(=O)N1C2SC[C@H]1C(=O)NC1CCCC1 (some centres not stated)	?	46.2[may fluoresce violet]	-6.6	?	6.8*[may fluoresce violet]	149.2[may fluoresce violet]	-0.5	4.1

2 compounds from above, reduced to CIT2-GFP yeast.
Structure,CIT2-GFP yeast
COc1ccc(N2CC(NS(=O)(=O)c3cccnc3)CC2=O)cc1OC (configuration not stated),86.5
COc1ccc2c(c1OC)C(=O)N1C2SC[C@H]1C(=O)NC1CCCC1 (some centres not stated),?
